PGC1a acetyl inh = lowers PGC1a acetylation signal in U2OS cells | actives 0.17% (n = 350,000) | inhibition, % at 15.6 µM | AlphaScreen anti-acetyl-lysine; with virally co-expressed GCN5 acetyltransferase;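 active = every replicate shows inhibition of at least 40%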;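 note: 0% = neutral control wells and 100% = positive control wells; some results beyond the cut were filed as inactive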
Cneo AK release = causes C. neoformans cell lysis | adenylate kinase release luminescence, 4 h; normalised: neutral wells 0, clomiphene wells 100 | lysis activity, % at 15 µM | actives 0.2% (n = 360,000) | AID 651654;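 active = mean lysis activity across replicates of at least 80%, whatever share of replicates individually reach that level; inactive = mean lysis activity below 80%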
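Assay system: C. neoformans cells. Amount: yeast cell density of 5 × 10^6 cells/mL. Technique: AK luminescence. Buffer or medium: YPD. Times: static 4 h at 37 °C with compound, 1 h detection. Dosing: single-point compound dose. Read-out: lysis from increased AK signal.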
Starred values were filed as active, the others as inactive; · = no result given.

SMILES | PGC1a acetyl inh | Cneo AK release
O=C(O)CC(Cc1ccccc1)c1ccc2c(c1)OCO2 (centres undefined) | · | -1.1
O=C(Nc1ccccc1C(=O)NCC1CCCO1)c1ccccc1 (centres undefined) | · | 0.9
COc1ccc(NC(=O)CCCCn2c(=O)[nH]c3ccccc3c2=O)cc1 | · | 0.5
O=C(CCN1CCOCC1)NCC1COc2ccccc2O1 (centres undefined) | · | 0.0
O=C(Nc1ccccc1)N1CCC(C(=O)N2CCN(S(=O)(=O)c3cccc(F)c3)CC2)CC1 | · | -3.1
O=C(c1ccccc1)c1ccc(OCC(O)CN2CCN(Cc3ccccc3)CC2)cc1 (centres undefined) | · | -4.8
Cn1c(OCc2cccnc2)nc2c1c(=O)n(Cc1ccc(Cl)cc1)c(=O)n2C | · | -10.0
CCCNC(=O)c1cc(C)no1 | · | 1.3
COC(=O)C1=C(C)NC2=C(C(=O)CC(c3cccs3)C2)C1c1ccsc1 (centres undefined) | · | 1.5
CCc1nnc(NC(=O)C2CCCN2C(=O)NC2CCCCC2)s1 (centres undefined) | · | 0.3
O=C(COC(=O)C1CC(=O)N(c2nc(-c3ccccc3)cs2)C1)c1ccccc1 (centres undefined) | · | 2.8
Cc1cc(C)c2nc(SCC(=O)Nc3ccccc3N3CCOCC3)c(C#N)cc2c1 | · | 9.2
COc1ccc(C(=O)Nc2cccc3c2C(=O)NC3=O)cc1S(=O)(=O)N1CCOCC1 | · | 5.8
CC1CN(Cc2nc3c(c(=O)n(C)c(=O)n3C)n2CCN2CCOCC2)CC(C)O1 (centres undefined) | · | 2.7
O=C(Nc1ccc2c(c1)oc1ccccc12)c1ccc2c(c1)OCO2 | · | 11.7
C=CCn1c(SCc2ccc3c(c2)OCO3)nc2scc(-c3ccco3)c2c1=O | · | -3.7
CCOC(=O)CC(NC(=O)c1ccco1)c1ccc(C)cc1 (centres undefined) | · | 0.8
O=c1nc2n(c3ccc(Br)cc13)CCS2 | · | -6.3
COc1ccc(Cl)cc1S(=O)(=O)N1CCN(c2ccc(F)cc2)CC1 | · | -4.8
Cc1cc(=O)[nH]c(SCCOc2ccc(OC(C)C)cc2)n1 | · | -1.8
C[N+]1(CC(=O)Nc2ccccc2Cl)CCN(C(=O)c2cccs2)CC1 | · | 0.8
COC(=O)CNC(=O)C(C)NC(=O)OCc1ccccc1 (centres undefined) | · | -0.6
Cc1csc(-c2cnn(-c3ccccc3)c2NC(=O)c2cccc(C(F)(F)F)c2)n1 | · | 3.8
COC(=O)c1cccc(N2C(=O)c3ccccc3S2(=O)=O)c1 | · | -0.2
Cc1cccc(-n2nnc(C(=O)Nc3ccc(F)cc3)c2N)c1 | · | -0.9
CN(C)C(=O)CSc1nnc(CCNC(=O)OC(C)(C)C)o1 | · | 0.2
Oc1cccc2ccc(Nc3ccccn3)nc12 | · | -2.9
COC(=O)c1ccccc1NC(=O)C1CCCC1 | · | -0.9
O=C(NCc1cccnc1)c1cccnc1-c1nc2ccccc2s1 | · | 0.2
CC(C)CC(NC(=O)C1CCC(C)CC1)C(=O)NCc1ccccn1 (centres undefined) | · | -4.8
Cn1c(SCC(=O)NC2CCCCC2)nnc1-c1cc2cc(Cl)ccc2o1 | · | 0.3
COc1ccc(N=c2oc3cc(O)ccc3cc2C(=O)NCC2CCCO2)cc1 (centres undefined) | · | 6.3
O=C1NCCN1CCNS(=O)(=O)c1ccc2ccccc2c1 | · | 1.2
COc1cc(C(=O)OCC(=O)c2cc(C)n(C)c2C)cc(NC(=O)c2ccco2)c1OC | · | 5.5
CC(=O)Nc1ccccc1OCC(=O)c1ccc2c(c1)OCO2 | · | -3.9
Cc1ccc(-c2nc3n(n2)Cc2ccccc2-3)cc1 | · | -11.0
CCOC(=O)C(O)(CC(=O)Nc1ccc(Cl)cc1Cl)C(F)(F)F (centres undefined) | · | 2.3
CCn1c(SCC(=O)NCC2CCCO2)nc2cc(S(=O)(=O)N3CCCCC3)ccc21 (centres undefined) | · | 0.5
CCOC(=O)Cn1nc(C)c(-c2ccccc2)c1N | · | 2.6
Cn1c(C(=O)NCC2CCCO2)cc2c(=O)n3ccccc3nc21 (centres undefined) | · | -1.4
COCc1nnc(NC(=O)CCc2ccccc2)s1 | · | 0.4
CCCCNc1nc(=S)[nH]c2cc(OC)c(OC)cc12 | · | 1.6
Clc1ccc(CCNc2nc3ccccc3s2)cc1 | · | 28.9
O=C(NCC(c1cccnc1)N1CCOCC1)c1cccc(Cl)c1 (centres undefined) | · | 0.8
OC1(C(F)(F)F)CC(O)(C(F)(F)F)n2nc(-c3ccccc3)cc2N1 (centres undefined) | · | 3.0
CC(NC(=O)COc1ccccc1)C(=O)OCC(=O)c1cc2ccccc2o1 (centres undefined) | · | 0.3
Cc1ccc(Nc2ncccc2C(=O)NCc2cccs2)c(C)c1 | · | -1.1
CC(C)(C)c1ccc(C(=O)c2c[nH]c(C(=O)NCCCn3ccnc3)c2)cc1 | · | 2.3
CCc1ccc(NC(=O)C(C)Nc2ccc(S(=O)(=O)NC(C)=O)cc2)cc1 (centres undefined) | · | 1.3
O=C(CSc1nc2ccccc2c(=O)n1C1CC1)NCc1ccccc1 | · | 3.6
CS(=O)(=O)N1N=C(c2ccc(Cl)cc2)CC1c1cccs1 (centres undefined) | · | 0.9
Cc1ccccc1-c1nnc(SCC(=O)Nc2c(C)n(C)n(-c3ccccc3)c2=O)o1 | · | 1.2
ONC(=Nc1ccc(Cl)cc1)c1ccccc1Cl | · | 0.8
COc1cc(O)c2c(c1)OC(C)(C)CC2=O | · | 0.7
CC(C)c1ccccc1NC(=S)NN(Cc1ccccc1)c1ccccc1 | · | 230.6*
CCOC(=O)c1cnc(-n2nc(C)cc2C)nc1NNc1nc(-c2ccccc2)cc(-c2ccccc2)n1 | · | -1.2
Cc1ccc(C(=O)N(CN2CCCC2=O)c2ccccc2)cc1C | · | 3.4
O=C(Nc1ccc(Cl)cc1)OCCn1nnnc1C(c1ccccc1Cl)N1CCOCC1 (centres undefined) | · | -0.4
CCOC(=O)c1ccc(NC(=O)NC2CC3CCC(C2)N3Cc2nnnn2C(C)(C)C)cc1 (centres undefined) | · | -7.6
Cc1nc(NC(=O)CCCC(=O)Nc2nc(C)c(C)s2)sc1C | · | 8.5

Of the compounds above, these have fluorine:
SMILES | PGC1a acetyl inh | Cneo AK release
O=C(Nc1ccccc1)N1CCC(C(=O)N2CCN(S(=O)(=O)c3cccc(F)c3)CC2)CC1 | · | -3.1
COc1ccc(Cl)cc1S(=O)(=O)N1CCN(c2ccc(F)cc2)CC1 | · | -4.8
Cc1csc(-c2cnn(-c3ccccc3)c2NC(=O)c2cccc(C(F)(F)F)c2)n1 | · | 3.8
Cc1cccc(-n2nnc(C(=O)Nc3ccc(F)cc3)c2N)c1 | · | -0.9
CCOC(=O)C(O)(CC(=O)Nc1ccc(Cl)cc1Cl)C(F)(F)F (centres undefined) | · | 2.3
OC1(C(F)(F)F)CC(O)(C(F)(F)F)n2nc(-c3ccccc3)cc2N1 (centres undefined) | · | 3.0

Remaining list, next part
SMILES | PGC1a acetyl inh | Cneo AK release
CCOC(=O)C(Cc1ccc(NC(=O)/C(=C/c2ccc(OC(C)=O)cc2)NC(C)=O)cc1)N1C(=O)c2ccccc2C1=O (centres undefined) | · | -0.6
O=C(Nc1nncs1)c1ccc(Br)c(S(=O)(=O)N2CCCC2)c1 | · | -3.0
O=C(Nc1ccc(N2CCN(C(=O)c3ccco3)CC2)cc1)c1ccccc1F | · | 0.2
Oc1ccc(Nc2nc3ccccc3nc2Nc2ccc(O)cc2)cc1 | · | -0.5
CN(C)S(=O)(=O)c1ccc2c(c1)C(CC(=O)O)NC2=O (centres undefined) | · | 0.0
O=S(=O)(Nc1ccc2c(c1)CCC2)c1cccs1 | · | -0.5
CC(C)C(OC(=O)c1ccco1)C(=O)NC1CCCCC1 (centres undefined) | · | 0.8
COCCSc1ccccc1C(=O)NCc1ccc2c(c1)OCO2 | · | -2.3
CCn1c(N2CCN(C(=O)NC3CCCCC3)CC2)nc2ccccc21 | · | -0.5
Cc1sc2nc(SCC(=O)c3cc(C)n(CC4CCCO4)c3C)n(C(C)C)c(=O)c2c1C (centres undefined) | · | 14.9
COc1ccc(NCc2nnc(SCC(=O)Nc3cccc(C)c3)o2)cc1 | · | -1.0
O=c1[nH]c(-c2ccccc2)c(-c2ccccc2)[nH]1 | · | -2.3

Among those listed so far, two have bromine:
SMILES | PGC1a acetyl inh | Cneo AK release
O=c1nc2n(c3ccc(Br)cc13)CCS2 | · | -6.3
O=C(Nc1nncs1)c1ccc(Br)c(S(=O)(=O)N2CCCC2)c1 | · | -3.0

Continued:
SMILES | PGC1a acetyl inh | Cneo AK release
Cc1ccc(S(=O)(=O)C(CCC(=O)N2CCOCC2)S(=O)(=O)c2ccc(C)cc2)cc1 | · | -0.9
CCNc1nc(SCCOc2ccc(C)cc2)nc(N(C)C)n1 | · | 2.6
Nc1ccccc1Nc1ccncc1[N+](=O)[O-] | · | 0.4
O=C(CCCn1c(=S)[nH]c2ccccc2c1=O)NCc1ccco1 | · | -2.1
Cc1ccc(NC(=O)CSC(N)=O)cc1Cl | 7.5 | ·
Cc1nc2cccc(C)n2c(=O)c1Cl | 1.4 | ·
CC(=O)c1cc(C#N)c(SCc2ccccc2)nc1C | -8.7 | ·
COc1ccccc1NC(=O)CN1CCN(S(=O)(=O)c2ccc(Br)cc2)CC1 | -20.2 | ·
O=S(=O)(Nc1cccnc1)c1cccs1 | -14.3 | ·
O=C(O)c1ccccc1C1=Nc2ccc(O)cc2Oc2cc(O)ccc21 | -2.1 | ·
Cn1cccc1/C=N/n1c(-c2ccc(Cl)cc2Cl)n[nH]c1=S | -25.1 | ·
O=C(NCc1cccs1)C1CCCN1C(=O)NC1CCCCC1 (centres undefined) | -4.3 | ·

Record cards, as listed above. Order of screens: PGC1a acetyl inh | Cneo AK release
CCNc1nc(SCCOc2ccc(C)cc2)nc(N(C)C)n1 as listed: · | 2.6
O=C(O)c1ccccc1C1=Nc2ccc(O)cc2Oc2cc(O)ccc21 as listed: -2.1 | ·
O=C(CCCn1c(=S)[nH]c2ccccc2c1=O)NCc1ccco1 as listed: · | -2.1
O=C(NCc1cccs1)C1CCCN1C(=O)NC1CCCCC1 (centres undefined) as listed: -4.3 | ·
O=S(=O)(Nc1cccnc1)c1cccs1 as listed: -14.3 | ·

Going on with the list.
SMILES | PGC1a acetyl inh | Cneo AK release
CCOc1ccc(CCNC(=O)c2ccc(N3CCCC3=O)cc2)cc1OCC | 5.6 | ·
Cc1ccc(-n2cc(C(=O)c3ccc4ccccc4c3O)cn2)cc1 | 7.6 | ·
Oc1ccc(C2Nc3cccc4cccc(c34)N2)c(O)c1 | -5.4 | ·
N#Cc1c2c(c(NCCN3CCOCC3)n3c1nc1ccccc13)CCCC2 | 2.9 | ·
COc1ccccc1/C=N/N(C(C)=O)c1nc(-c2ccc(F)cc2)cs1 | -7.5 | ·
COCCn1c(-c2ccc(OC)cc2)nc2ccccc21 | -11.2 | ·
Cc1cccc(C(C)(C)C)c1OCCn1ccnc1 | -18.7 | ·
COC(=O)C1C(=O)C2=C(CC1C)NC(=O)CC2c1cccc(C)c1 (centres undefined) | 6.6 | ·
Brc1ccc(/C=N/Nc2ncnc3c2cnn3Cc2ccccc2)cc1 | 5.2 | ·
CCOC(=O)c1sc(NC(=O)CNC(=O)Cn2cnc3sc(C)c(C)c3c2=O)nc1C | 37.9 | ·
Cc1ccc(C(=O)n2c3ccccc3c3ccccc32)cc1 | -4.6 | ·
O=C(CC(Cc1ccccc1)c1ccco1)NC1CCCCC1 (centres undefined) | -0.4 | ·
O=C(Nc1ccc2c(c1)OCO2)C1CCN(Cc2cnn(-c3ccccc3)c2-n2cccc2)CC1 | -5.5 | ·
COCCn1c(-c2ccc(OC(F)(F)C(F)C(F)(F)F)cc2)nc2c1c(=O)[nH]c(=O)n2CC(C)C (centres undefined) | 1.0 | ·
COc1ccc(CCC(=O)N2CCN(S(=O)(=O)c3ccc4ccccc4c3)CC2)cc1 | -20.3 | ·
CCOC(=O)C1=NNC(C(=O)c2ccc(C)cc2)C1c1ccc(OC)cc1 (centres undefined) | -10.8 | ·
CCc1ccccc1NC(=O)N[C@H](C(=O)O)C(C)C | 2.7 | ·
Cc1cc(Br)c2[nH]c3c(c2c1)CCCC3=O | -22.5 | ·
CC1=C(C(=O)OCc2ccccc2)C(c2ccc(C)o2)C2=C(CCCC2=O)N1 (centres undefined) | -1.2 | ·
CCOCCCNC(=S)N1C2CCC1CC(NC(=O)NC13CC4CC(CC(C4)C1)C3)C2 (centres undefined) | 3.1 | ·
CCCCOc1ccc(C(=O)N/C(=C\c2cccc([N+](=O)[O-])c2)C(=O)OCCC)cc1 | 11.0 | ·
Cc1ccc(NC(=O)NNc2cccc(Cl)n2)cc1 | -7.3 | ·
Cc1ccc(O)c(-c2cc(-c3ccccc3F)[nH]n2)c1 | 4.7 | ·
COC(=O)c1nn(-c2ccc3c(c2)OCO3)cc1O | 8.3 | ·

Assay outcomes as filed in PubChem BioAssay.

The list is partial; count on the stated rates, not on these rows.
